Screening results from PubChem BioAssay.
AT treatment – qHTS Assay for Identifying a Potential Treatment of Ataxia-Telangiectasia; […] A-T fibroblasts, KAP-1 phosphorylation AlphaLISA; neocarzinostatin DNA damage 30 min before lysis; Potency, µM (series often up to 57.5 µM), for inactives: at the highest dose activation, actives largely listed as activators; hit rate 0.19% among 320,000; AID 485349, 2010; note: potency is the fitted concentration of half-maximal effect; % of control where 0% means no effect; nearly all actives have a fitted effect of over 45% in size
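ATM-like activity read as KAP-1 phosphorylation via AlphaLISA donor/acceptor antibody pairs after lysis and 6 hr at 25C. Cells were ATM-null patient fibroblasts ([…], hTERT), dosed 60 min, then exposed to the DSB inducer NCS for 30 min.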
TCR activator – Activators of T cell receptors: qHTS campaign; 330,000 tested, under 10 active; Potency, µM (titrated, usually from 9.22 µM), inactives show at the top dose activation of IL-2 secretion, actives largely listed as activators; primary human leukocytes, anti-CD3, IL-2 HTRF, 48 h; AID 504894, 2011; note: % of control where 0% means no effect
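Readout: HTRF IL-2, Eu-cryptate/d2 antibody pair, 320nm excitation, 665nm emission. Stimulus: a-CD3 beads, no co-stimulation. Cells: primary human leukocytes. Exposure: 48 hr with compound.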
Giardia killer – Small Molecules that selectively kill Giardia lamblia: qHTS; AID 540267, 2011; activity change, % at 7.66 µM, hits read low; Giardia lamblia trophozoite viability; hit rate 0.15% among 340,000; in the data active = activity change below about -80%; inconclusive = between about -30% and that limit;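 note: parasites exposed to compound for two days anaerobically before the ATP read; % is set by controls: 0 for no effect and ±100 for the full control effect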
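Luminescent ATP signal served as the viability read-out, measured 15-30 min after adding ATP detection reagent to trophozoites that had been incubated with compounds for 48 hrs at 37 deg C anaerobically at 100 cells/well.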
TSHR antag – Antagonists of the Thyroid Stimulating Hormone Receptor: HTS campaign | activity change, negative = inhibition, % at 11.5 µM | TSHR-expressing cells, TSH-stimulated cAMP HTRF, 2 h; active compounds read low | AID 504810, 2011 | hit rate 0.2% among 330,000;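 active = activity change below a set negative limit, meaning inhibition stronger than a set level, cut at about -70% in these data; inconclusive = activity change between two set negative limits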; note: % is set by controls: 0 for no effect and ±100 for the full control effect
Target sequence (P16473 whole entry, looked up): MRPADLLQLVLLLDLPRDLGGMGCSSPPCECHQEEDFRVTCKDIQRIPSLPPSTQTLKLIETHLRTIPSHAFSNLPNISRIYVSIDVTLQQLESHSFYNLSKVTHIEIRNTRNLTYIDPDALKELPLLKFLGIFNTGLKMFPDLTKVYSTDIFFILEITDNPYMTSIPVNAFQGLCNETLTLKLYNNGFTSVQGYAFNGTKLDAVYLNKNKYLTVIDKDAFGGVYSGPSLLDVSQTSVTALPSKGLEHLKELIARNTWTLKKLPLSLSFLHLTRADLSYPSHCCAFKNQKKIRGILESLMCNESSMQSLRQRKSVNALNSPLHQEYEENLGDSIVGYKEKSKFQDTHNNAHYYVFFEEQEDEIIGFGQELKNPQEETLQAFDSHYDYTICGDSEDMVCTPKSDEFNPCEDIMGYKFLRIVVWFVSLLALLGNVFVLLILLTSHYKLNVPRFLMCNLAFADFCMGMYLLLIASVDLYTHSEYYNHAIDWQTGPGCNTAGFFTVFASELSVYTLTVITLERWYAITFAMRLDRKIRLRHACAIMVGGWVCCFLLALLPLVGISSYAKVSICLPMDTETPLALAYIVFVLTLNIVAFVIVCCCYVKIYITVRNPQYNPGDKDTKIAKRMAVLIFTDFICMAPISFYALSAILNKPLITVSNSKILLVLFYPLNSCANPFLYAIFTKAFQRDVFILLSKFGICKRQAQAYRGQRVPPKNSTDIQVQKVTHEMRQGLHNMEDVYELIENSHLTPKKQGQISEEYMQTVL
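Cell-based HTRF cAMP assay; TSHR cells + compound, TSH EC80 (4nM final), 2 h, 37 deg C. Lysis with anti-cAMP cryptate and cAMP-d2, 30 min RT, read 665/620 nm.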
GALK inhibitor – qHTS Assay for Inhibitors of Human Galactokinase (GALK); P51570; Purified GALK, Kinase-Glo residual ATP luminescence; Potency, µM (titrated, usually from 57.5 µM), for inactives: at the top dose activity change, negative = inhibition, usual class: inhibitors; hit rate 0.007% among 270,000; AID 1868, 2009; note: potency is the fitted concentration of half-maximal effect; % is set by controls: 0 for no effect and ±100 for the full control effect
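Galactose (100 uM) and ATP (35 uM) were turned over by 5 nM GALK for 1 h at RT. Kinase-Glo Plus then converted the remaining ATP into a luminescent signal.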
Tb PFK inh – qHTS Assay to Find Inhibitors of T. brucei phosphofructokinase | ATP-dependent 6-phosphofructokinase (Trypanosoma brucei brucei), O15648 | T. brucei PFK, ADP-Glo luminescence | Potency, µM (series often up to 57.5 µM), for the others: at the top dose activity, negative = inhibition, usual class: inhibitors | hit rate 0.17% among 330,000 | AID 485367, 2010;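 note: potency is the fitted concentration of half-maximal effect; 0% = uninhibited 1x PFK enzyme wells and -100% = no-enzyme wells; nearly all actives have a fitted effect of over 60% in size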
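PFK 1.25 nM, F6P 0.5 mM, ATP 0.1 mM, 0.1 M TEA pH 8.0, 5 mM MgCl2, 0.01% Tween20, 0.1% BSA; 45 min RT. ADP-Glo readout. qHTS titration up to 57 uM; curves fitted, compounds curve-classed.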
FBPA coupling cs – qHTS Assay for Inhibitors of Fructose-1,6-bisphosphate Aldolase from Giardia Lamblia: Coupling assay counterscreen | coupling enzyme system counterscreen, AmpLite Red fluorescence | activity change, negative = inhibition, % at 58.2 µM, hits read low | hit rate 0.67% among 290,000; in the data active = activity change below about -30%; note: % is set by controls: 0 for no effect and ±100 for the full control effect
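Counterscreen lacking aldolase: glyceraldehyde-3-phosphate coupling-enzyme reagent preincubated 10 min at RT with compound (at 57.5 uM final), then substrate/coupling system with AmpLite Red added; fluorescence read at 525/598 nm after 20 min RT.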
CXXC DNA block – qHTS Fluorescence Polarization Assay for Inhibitors of MLL CXXC domain - DNA interaction; Histone-lysine N-methyltransferase 2A (Homo sapiens), Q03164; MLL-CXXC / FITC-HOXA9 DNA fluorescence polarization; Potency, µM (series often up to 115 µM), for inactives: at the highest dose activity change, negative = inhibition, hits mostly inhibitors; hit rate 0.037% among 290,000; active = well fitted inhibition curve with a large enough effect in the polarisation, with a control signal flat, not every such curve was filed as active; inconclusive = small, poorly fitted or top-dose-only effect, or effect the other way, or a change in a side signal; inactive = no such curve, though single readings can be large or run the other way; the % refers to the polarisation; note: potency is the fitted concentration of half-maximal effect
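Steps: dispense CXXC domain solution (7 uM) → pin compounds or unlabeled HOX-A9 DNA control → 5 min ambient → add FLSN-HOX-A9 solution (50 nM) → spin → 30 min ambient → fluorescence polarization. Tris pH 7.5/NaCl/DTT/BSA buffer.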
Chronic BCR inh – qHTS Assay to Find Inhibitors of Chronic Active B-Cell Receptor Signaling; Potency, µM (top dose mostly 46.1 µM), without a hit: at the highest dose ratio change, negative = lower green/red ratio, actives largely listed as inhibitors; AID 493014, 2011; ABC-DLBCL IkBa-CBG/CBR reporter, luminescence ratio, 4 h; hit rate 0.05% among 340,000; active = well fitted inhibition curve with a large enough effect in the signal ratio, with a control signal flat, not every such curve was filed as active; inconclusive = small, poorly fitted or top-dose-only effect, or effect the other way, or a change in a side signal; the % refers to the signal ratio;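 note: potency is the fitted concentration of half-maximal effect; plate controls were basal doxycycline-induced cells for no effect and cells given 10 µM MG132 for full effect; MG132 reads +100%, hits lower the ratio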
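Compounds up to 46 uM were incubated four hours with TMD8 cells whose green CBG68 luciferase is fused to IkappaBalpha; red CBR luminescence normalised the signal, and concentration-effect curves were fitted to fusion, red and ratio data.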
KCNH2 WT inh – qHTS for Inhibitors of KCHN2 3.1: Wildtype qHTS. Voltage-gated inwardly rectifying potassium channel KCNH2 (Homo sapiens), Q12809. U2OS, BacMam KCNH2, thallium flux FluxOr; active compounds read low. activity change, % at 1.84 µM. hit rate 0.37% among 340,000;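 active = maximum activity change below -70%; inconclusive = maximum activity change between -70% and -50%; inactive = maximum activity change above -50%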; note: % is set by controls: 0 for no effect and ±100 for the full control effect
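U2OS cells transduced with wild-type KCNH2 virus are loaded with FluxOr dye for 45 min, and thallium flux is measured in kinetic reads before and after stimulation buffer. Rate constants are normalized to DMSO controls.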
An asterisk follows results filed as active; ? = inconclusive; nt = no result given; & = joins results of further samples; [ ] = dose if it differs, or a comment. Unless noted, calls come from the whole dose curve; as a rule, active = well fitted curve in the direction sought with a large enough effect; inconclusive = small, poorly fitted or top-dose-only effect, or another doubt; inactive = no such curve, though single readings can be large; an effect the other way counts as inactive or inconclusive.

entry	structure	AT treatment	TCR activator	Giardia killer	TSHR antag	GALK inhibitor
1	O=C(O)CCC(=O)Nc1ccc(OCC2CCCO2)cc1 (stereo not given)	-0.4%	0.3%	-6.0	-5.9	4.7%
2	O=C(NCc1ccco1)c1ccc(=O)oc1	-2.5%	2.9%	7.3	4.0	5.6%
3	COc1ccccc1N1CCN(C(=O)CN2C(=O)c3ccccc3C2=O)CC1	5.9%	1.0%	11.8	4.6	-2.8%
4	Cc1cc(-n2c(=O)c(C#N)cc3c(=O)n4cccc(C)c4nc32)no1	12.8%	-7.3%	-4.0	-11.8	1.9%
5	COc1cc(CNCCN2CCOCC2)ccc1OCC(=O)NC(C)(C)C	0.2%	-5.1%	27.3	29.8	0.7%
6	Cc1ccc(S(N)(=O)=O)cc1NC(=O)/C=C/c1ccc2c(c1)OCO2	0.7%	-4.1%	5.4	-3.8	-2.4%
7	CCC(=O)Nc1cccc(-c2cnc3ccccc3n2)c1	nt	6.1%	-17.3	1.6	2.8%
8	O=C(Oc1ccc(Cl)c2cccnc12)c1cccnc1	-1.5%	3.7%	-10.0	20.3	-2.0%
9	Cc1ccc(-n2nnnc2SCC(=O)N2CC(=O)Nc3ccccc32)cc1	0.8%	2.5%	15.6	2.7	-0.4%
10	CCc1nc2ccc(C(=O)NC3CCC(C)CC3)cc2nc1CC (stereo not given)	5.8%	2.5%	2.3	-15.2	8.4%
11	Clc1ccc(Oc2nc3c(Cl)cccc3s2)cc1Cl	-5.6%	2.6%	8.4	26.0	-0.2%
12	COCC(C)n1c(C)cc(C(=O)COC(=O)c2c(C)nn(-c3ccccc3)c2C)c1C (stereo not given)	-2.3%	-1.2%	0.6	-25.0	-0.9%

entry	Tb PFK inh	FBPA coupling cs	CXXC DNA block	Chronic BCR inh	KCNH2 WT inh
1	-3.0%	-1.0	2.0%	-2.9%	2.0
2	-3.4%	-5.5	1.5%	0.0%	19.8
3	0.0%	1.8	-3.8%	0.0%	-7.5
4	1.1%	0.2	4.1%	9.0%	-3.2
5	4.8%	-2.8	-0.3%	2.2%	-0.6
6	-9.2%	-6.6	-6.9%	?	-4.9
7	1.3%	-0.8	21.4%	-1.4%	10.8
8	-3.6%	-1.9	-21.8%	?	-0.5
9	0.3%	0.1	2.1%	?	4.2
10	4.9%	3.3	4.4%	-3.5%	-11.7
11	-1.1%	1.7	2.9%	0.5%	-1.3
12	-0.1%	-3.0	-3.6%	-19.8%	1.5

Compound profiles, from the list above. Order of screens: AT treatment | TCR activator | Giardia killer | TSHR antag | GALK inhibitor | Tb PFK inh | FBPA coupling cs | CXXC DNA block | Chronic BCR inh | KCNH2 WT inh
Cc1ccc(S(N)(=O)=O)cc1NC(=O)/C=C/c1ccc2c(c1)OCO2 is listed with 0.7% | -4.1% | 5.4 | -3.8 | -2.4% | -9.2% | -6.6 | -6.9% | ? | -4.9
Cc1cc(-n2c(=O)c(C#N)cc3c(=O)n4cccc(C)c4nc32)no1 is listed with 12.8% | -7.3% | -4.0 | -11.8 | 1.9% | 1.1% | 0.2 | 4.1% | 9.0% | -3.2

Following part.
entry	structure	AT treatment	TCR activator	Giardia killer	TSHR antag	GALK inhibitor
13	Cc1ccccc1OCc1nnc(SCc2cc(=O)[nH]c3ccccc23)n1-c1ccccc1	7.9%	1.3%[46.1 µM]	10.1	3.7	-2.6%
14	Cc1ccc(OCc2cc(C(=O)N(CCO)Cc3cccs3)no2)cc1C	10.9%	nt	23.1	-5.1	2.7%
15	c1ccc(COc2ccccc2CNc2nn[nH]n2)cc1	4.0%	0.8%	26.3	-4.6	10.5%
16	COc1ccc(NC(=O)CN2CCc3ccccc3C2)cc1OC	2.7%	-16.7%	4.8	3.1	-0.5%
17	CCc1cc(C(c2ccc(OC)c(OC)c2)N2CCOCC2)c(NC(=O)c2ccccc2)s1 (stereo not given)	0.7%	0.9%[46.1 µM]	22.6	-1.9	0.0%
18	Cc1ccccc1N1CCN(C(=S)c2ccccc2)CC1	0.6%	2.4%[46.1 µM]	-20.2	-11.6	1.5%
19	COc1ccc(C)cc1-n1c(C)cc(C=O)c1C	-0.5%	-3.5%	6.2	11.9	-2.6%
20	CCCCOC(=O)Sc1nc2ccccc2o1	16.6%	2.7%	-1.5	7.3	0.5%
21	O=C(CCc1nnc(CCCCc2ccccc2)o1)NC1CCCC1	2.8%[11.5 µM]	-33.5%	10.0	0.4	-3.2%
22	COc1ccc(-c2noc(CN(C)C(=O)c3ccc4c(c3)OCO4)n2)cc1	-4.2%	6.0%	6.8	2.8	0.4%
23	Nc1c2c(nc3c1CCC3)CCCC2	nt	nt	nt	19.4	0.0%
24	CN(C)C(CNc1ccc(S(C)(=O)=O)cc1[N+](=O)[O-])c1ccccc1 (stereo not given)	12.9%	-1.1%	-6.7	-2.1	-1.2%

entry	Tb PFK inh	FBPA coupling cs	CXXC DNA block	Chronic BCR inh	KCNH2 WT inh
13	-2.3%	3.6	-7.0%	-4.7%	-1.7
14	-5.3%	nt	27.9%	-5.8%	0.4
15	2.6%	5.6	0.6%	7.5%	5.6
16	-1.5%	3.1	6.4%	?	8.9
17	5.2%	4.5	-4.0%	?	2.7
18	-1.1%	5.4	11.5%	1.3%	-0.6
19	1.9%	-10.9	-4.3%	-1.0%	-15.7
20	-6.1%	4.9	124.8%[activator]	1.9%	-8.1
21	0.2%	1.6	0.3%	-1.6%	16.7
22	2.5%	0.9	8.6%	-14.1%	-3.7
23	0.5%	2.8	3.6%&-1.5%	-15.1%	nt
24	-1.2%	0.8	0.5%	-0.5%	4.4

Additional structures.
entry	structure	AT treatment	TCR activator	Giardia killer	TSHR antag	GALK inhibitor
25	COc1cc(C(=O)Oc2ccccc2N)cc(OC)c1OC	-3.8%	0.3%	1.8	0.6	-2.3%
26	Cc1sc(NC(=S)NC(=O)c2ccco2)c(C(N)=O)c1C	-4.3%	1.7%	8.1	20.0	0.2%
27	O=C(c1ccccc1)c1ccc(OCC(O)CN2CCN(S(=O)(=O)N3CCCCC3)CC2)cc1 (stereo not given)	nt	5.6%	-6.6	-16.0	-1.2%
28	COc1cc(NS(=O)(=O)c2ccccc2)ccc1-n1nc(C)cc1C	2.4%	1.2%[46.1 µM]	-1.9	3.3	0.3%
29	O=C(COC(=O)/C=C/c1ccccc1)NC1CCCCCC1	-5.1%	4.9%	-0.3	-19.2	nt
30	Cc1cc(C)cc(NC(=O)NC2CCCCCCC2)c1	6.7%	-5.9%	-15.6	-2.6	-2.9%
31	C/C(=N\NC(=O)c1ccc(CSc2nncn2C)cc1)c1ccc(Cl)cc1	0.9%	1.7%[46.1 µM]	20.5	1.8	3.4%
32	CN(CC(=O)Nc1ccc(OC(F)(F)F)cc1)C(=O)Cc1ccc2c(c1)CCC2	-1.2%	7.8%	?	-14.9	nt
33	CCOC(=O)CSCC(=O)Nc1nnc(-c2cccc([N+](=O)[O-])c2)s1	11.1%	0.2%	41.6[activator]	-6.2	nt
34	CCCCn1c(N)c(N(CCOC)C(=O)c2cccc(N3C(=O)c4ccccc4C3=O)c2)c(=O)[nH]c1=O	4.3%	-2.3%	10.2	-0.7	nt
35	COc1ccccc1NC(=S)NN1CCN(C)CC1	4.1%	2.3%[46.1 µM]	-4.7	-10.3	2.4%
36	O=C(Nc1c(Cl)cc(Cl)cc1-c1nc2ccccc2s1)c1ccc(Br)o1	5.8%	0.6%	16.9	11.6	-3.0%

entry	Tb PFK inh	FBPA coupling cs	CXXC DNA block	Chronic BCR inh	KCNH2 WT inh
25	-6.1%	-0.2	-7.9%	?	-7.7
26	-3.8%	1.2	5.5%	?	-1.4
27	-0.2%	0.5	-0.7%	?	0.5
28	9.5%	1.5	-14.4%	14.6%	-3.4
29	-6.0%	nt	nt	3.7%	9.1
30	1.6%	nt	0.4%	1.3%	2.5
31	9.4%	1.2	-4.7%	?	-3.7
32	-11.3%	nt	nt	1.8%	15.1
33	0.4%	0.2	11.8%	-9.2%	2.5
34	-1.7%	nt	nt	-3.3%	-3.1
35	-8.6%	-1.0	-3.6%	?	-2.2
36	1.4%	3.5	18.5%	17.9%	-13.9
